Rac1 act GTP bind = alters GTP binding to activated mutant human Rac1 | P63000 | GST-Rac1 activated beads, fluorescent GTP binding, flow cytometry; actives lie on both sides; 100% means binding = to untreated wells | percent activity (GTP binding), % at 10 µM | hit rate 0.11% among 190,000;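 active = GTP binding at least 20 percentage points away from the 100% baseline, in either direction, so actives lie on both sides; inconclusive = Compound likely fluorescent itself, or too few beads counted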
Cdc42 wt GTP = human Cdc42 wildtype GTP binding change, either direction; P60953; GST-Cdc42 beads, Bodipy-GTP binding, flow cytometry; actives lie on both sides; percent activity (GTP binding), % at 10 µM; hit rate 0.2% among 190,000;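 active = percent activity GTP binding at least 20 points away from the 100% baseline, either down as inhibitor or up as activator; inconclusive = compound flagged as likely green fluorescent from well-wide comparison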;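 note: median bead fluorescence of bound Bodipy-FL-GTP at 100 nM; 0% = excess unlabeled GTP control and 100% = no compound control; below 100% means less GTP binding so inhibitor and above means activator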
Target sequence (P60953 whole entry, looked up): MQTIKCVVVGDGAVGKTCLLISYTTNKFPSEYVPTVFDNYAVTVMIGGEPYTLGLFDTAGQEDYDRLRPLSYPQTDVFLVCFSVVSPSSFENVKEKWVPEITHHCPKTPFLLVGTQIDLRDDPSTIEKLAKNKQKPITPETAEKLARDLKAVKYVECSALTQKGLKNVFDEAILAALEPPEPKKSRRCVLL
Mcl1-Noxa inh = disrupts binding of human Mcl-1 to Noxa peptide. inhibition, % at 21.7 µM. hit rate 1.5% among 220,000. TR-FRET Mcl-1/Noxa peptide binding, 2 h. AID 1022;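 active = compounds that cut the protein-peptide binding signal by more than 50% relative to plate controls in a single-dose test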;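 note: His-tagged Mcl-1 with rhodamine Noxa BH3 peptide and terbium anti-His antibody; 0% = Mcl-1 plus Noxa peptide wells and 100% = peptide-only wells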
Target sequence (Q07820 whole entry, looked up): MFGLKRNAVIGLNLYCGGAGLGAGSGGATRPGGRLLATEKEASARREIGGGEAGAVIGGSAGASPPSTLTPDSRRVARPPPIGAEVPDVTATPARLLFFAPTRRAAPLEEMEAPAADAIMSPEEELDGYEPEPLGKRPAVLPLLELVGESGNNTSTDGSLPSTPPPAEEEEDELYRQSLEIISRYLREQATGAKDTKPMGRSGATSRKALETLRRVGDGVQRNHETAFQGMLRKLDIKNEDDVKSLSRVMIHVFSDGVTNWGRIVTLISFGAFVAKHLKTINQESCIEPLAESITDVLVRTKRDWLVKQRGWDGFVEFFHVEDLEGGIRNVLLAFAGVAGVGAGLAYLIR
ABCG2 block = blocks JC-1 efflux by human ABCG2 transporter; Q9UNQ0; IgMXP3 cells, flow cytometry; inhibition, % at 6.6 µM; hit rate 0.1% among 190,000; AID 1325;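 active = inhibition above 80%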;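 note: 0% = DMSO and 100% = nicardipine control wells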
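material = IgMXP3 (ABCG2) plus far-red-tagged CCRF-Adr (ABCB1) cells | amount = 3 million cells/mL, equal mix of both lines | also added = JC-1 transporter substrate | dosing = one concentration, 6.6 µM final | schedule = 10 min at 25 °C | measured by = flow cytometric JC-1 green MFI at 530 nm | read-out basis = percent efflux inhibition, scaled nicardipine 100% to DMSO 0%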
HRas wt GTP bind = modulators of GTP binding to human HRas wildtype; P01112; GST-Ras wt beads, Bodipy-FL-GTP binding, flow cytometry; actives lie on both sides; GTP binding activity, % at 10 µM; hit rate 0.14% among 190,000; AID 759;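 active = GTP binding activity at least 20% away from the 100% baseline, either lowered as inhibitor or raised as activator; inconclusive = flagged as likely green fluorescent, judged across all proteins in the well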;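 note: 0% = unlabeled GTP competition control and 100% = no-compound control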
Target sequence (P01112 whole entry, looked up): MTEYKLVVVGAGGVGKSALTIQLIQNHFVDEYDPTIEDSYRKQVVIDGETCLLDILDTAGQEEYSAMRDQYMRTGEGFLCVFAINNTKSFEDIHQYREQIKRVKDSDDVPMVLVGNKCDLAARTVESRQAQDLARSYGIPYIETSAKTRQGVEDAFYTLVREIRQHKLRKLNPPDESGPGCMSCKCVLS
Pf gamet viab = inhibitors of late stage P. falciparum gametocyte viability | P. falciparum stage V gametocytes, ATP luminescence, 24 h | inhibition, % at 10.9 µM | hit rate 0.065% among 150,000;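 active = inhibition above the mean plus 3 SD of compounds within the control limits, set per campaign, cut at about 38% in these data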;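 note: 0% = DMSO wells and 100% = medium only without gametocytes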
Rab2 wt GTP = changes GTP binding to wildtype dog Rab2A, up or down. P61105. GST-Rab2 wt beads, Bodipy-GTP binding, flow cytometry. GTP binding activity, % at 10 µM. hit rate 0.19% among 190,000;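 active = GTP binding activity at least 20 points away from 100%, either lowered or raised; inconclusive = signal likely due to the compound's own green fluorescence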;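 note: 0% = beads with excess unlabeled GTP and 100% = no-compound control corrected for plate trend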
Rac1 wt modul = modulators of human Rac1 wildtype GTP binding. P63000. GST-Rac1 beads, fluorescent GTP binding, flow cytometry; actives lie on both sides; 0 = cold GTP competed, 100 = untreated. GTP binding activity (% of control), % at 10 µM. hit rate 0.27% among 190,000. AID 757;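 active = GTP binding activity at least 20 points away from the 100% control level, either lower or higher; inconclusive = compound flagged as likely green fluorescent, judged across all proteins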
ABCB1 inh = human ABCB1 inhibition, ABCG2 as counter-screen; P08183; CCRF-Adr cells, JC-1 efflux, flow cytometry; inhibition, % at 6.6 µM; hit rate 0.067% among 190,000; in the data active = inhibition above about 40%;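 note: 0% = vehicle and 100% = reference inhibitor; higher value means more JC-1 retained so stronger ABCB1 efflux block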
Rab7 wt modul = dog Rab7 wildtype GTP binding, inhibitors and activators; GST-Rab7 beads, fluorescent GTP binding, flow cytometry; actives lie on both sides; untreated = 100%, excess cold GTP = 0%; GTP binding activity (percent of control), % at 10 µM; hit rate 0.055% among 190,000; AID 758;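 active = fluorescent GTP binding to Rab7 beads changed by at least 20 points from the 100% baseline, either direction, mostly lower; inconclusive = compound itself probably fluorescent, or too few beads counted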;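 note: median green fluorescence of bound Bodipy-FL-GTP per Rab7 bead population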
Avidin bead fluor = compound fluoresces at 488/530 nm on avidin beads; hit rate 0.38% among 220,000; compound fluorescence 488/530 nm, flow cytometry; stronger effect = higher value; fluorescence (KMESF) at 10 µM; in the data active = fluorescence above about 47; note: inactives centre near 10
* marks the source's active call; other numbers are inactive results.

`CCc1cccc(CC)c1NC(=O)C1CC(=O)N(c2ccc3c(c2)OCCO3)C1` (stereo unspecified) gave Rac1 act GTP bind 96, Cdc42 wt GTP 98, Mcl1-Noxa inh 14, ABCG2 block 2, HRas wt GTP bind 97, Rab2 wt GTP 100, Rac1 wt modul 101, ABCB1 inh 1.3, Rab7 wt modul 100 and Avidin bead fluor 2.
Cc1ccc(OCc2nc(C#N)c(N3CCN(Cc4ccccc4)CC3)o2)cc1 was read as Rac1 act GTP bind 98, Cdc42 wt GTP 100, Mcl1-Noxa inh 11, ABCG2 block 3, HRas wt GTP bind 97, Rab2 wt GTP 96, Rac1 wt modul 97, ABCB1 inh 1.0, Rab7 wt modul 95 and Avidin bead fluor 14.
Screening CCN(Cc1ccccc1)C(c1cc2ccc(C)cc2[nH]c1=O)c1nnnn1CCOC (stereo unspecified) returned Rac1 act GTP bind 99, Cdc42 wt GTP 100, Mcl1-Noxa inh 4, ABCG2 block 0, HRas wt GTP bind 100, Pf gamet viab 16, Rab2 wt GTP 100, Rac1 wt modul 102, ABCB1 inh 0.5, Rab7 wt modul 100 and Avidin bead fluor 29.
For COCCNC(=O)c1ccccc1NC(=O)c1cccc([N+](=O)[O-])c1C the results were Rac1 act GTP bind 98, Cdc42 wt GTP 93, Mcl1-Noxa inh 2, ABCG2 block 2, HRas wt GTP bind 97, Rab2 wt GTP 97, Rac1 wt modul 95, ABCB1 inh 0.2, Rab7 wt modul 102 and Avidin bead fluor 12.
`Cc1ccc(C)c(-n2nnnc2SCC(=O)c2ccc3c(c2)NC(=O)CO3)c1` gave Rac1 act GTP bind 100, Cdc42 wt GTP 104, Mcl1-Noxa inh -36, ABCG2 block 10, HRas wt GTP bind 103, Rab2 wt GTP 101, Rac1 wt modul 103, ABCB1 inh 0.7, Rab7 wt modul 99 and Avidin bead fluor 22.
`CC1(C)Cc2c(C#N)c(N)sc(=S)c2CO1` gave Rac1 act GTP bind 98, Cdc42 wt GTP 96, Mcl1-Noxa inh 25, ABCG2 block 5, HRas wt GTP bind 100, Rab2 wt GTP 99, Rac1 wt modul 105, ABCB1 inh -0.3, Rab7 wt modul 101 and Avidin bead fluor 10.
Screening COc1ccnc(Oc2ccc3ccccc3c2)c1C#N returned Rac1 act GTP bind 95, Cdc42 wt GTP 97, Mcl1-Noxa inh 20, ABCG2 block 5, HRas wt GTP bind 95, Pf gamet viab 10, Rab2 wt GTP 93, Rac1 wt modul 96, ABCB1 inh 0.6, Rab7 wt modul 94 and Avidin bead fluor 13.
Screening CCn1c(SCC(=O)Nc2ncc(C(F)(F)F)cc2Cl)nnc1-c1cccc(C)c1 returned Rac1 act GTP bind 99, Cdc42 wt GTP 101, Mcl1-Noxa inh 7, ABCG2 block 56, HRas wt GTP bind 97, Pf gamet viab 17, Rab2 wt GTP 97, Rac1 wt modul 100, ABCB1 inh 0.8, Rab7 wt modul 97 and Avidin bead fluor 22.
O=C1CSc2nc3ccccc3n21 was read as Rac1 act GTP bind 103, Cdc42 wt GTP 105, Mcl1-Noxa inh -4, ABCG2 block 1, HRas wt GTP bind 103, Pf gamet viab 10, Rab2 wt GTP 102, Rac1 wt modul 108, ABCB1 inh 0.3, Rab7 wt modul 100 and Avidin bead fluor 37.
Screening NC1(N)OC(CN2C(=O)c3ccccc3C2=O)CS1 (stereo unspecified) returned Rac1 act GTP bind 99, Cdc42 wt GTP 103, Mcl1-Noxa inh -3, ABCG2 block 28, HRas wt GTP bind 101, Pf gamet viab -18, Rab2 wt GTP 99, Rac1 wt modul 107, ABCB1 inh 1.7, Rab7 wt modul 97 and Avidin bead fluor 30.
`CC(SC1CCCC1)C(=O)Nc1ccnn1C(C)C` (stereo unspecified) gave Rac1 act GTP bind 96, Cdc42 wt GTP 95, Mcl1-Noxa inh 6, ABCG2 block 1, HRas wt GTP bind 98, Pf gamet viab 17, Rab2 wt GTP 99, Rac1 wt modul 96, ABCB1 inh 0.1, Rab7 wt modul 102 and Avidin bead fluor 5.
Screening CCSc1nnc(NC(=O)C2Cc3ccccc3CN2C(=O)c2ccco2)s1 (stereo unspecified) returned Rac1 act GTP bind inconclusive, Cdc42 wt GTP inconclusive, Mcl1-Noxa inh 42, ABCG2 block 2, HRas wt GTP bind inconclusive, Pf gamet viab 10, Rab2 wt GTP inconclusive, Rac1 wt modul inconclusive, ABCB1 inh 0.3, Rab7 wt modul inconclusive and Avidin bead fluor 29.
Screening Cc1ccn2cc(CNC(=O)c3ccc(Br)o3)nc2c1 returned Rac1 act GTP bind 99, Cdc42 wt GTP 103, Mcl1-Noxa inh 7, ABCG2 block -3, HRas wt GTP bind 102, Rab2 wt GTP 101, Rac1 wt modul 104, ABCB1 inh -2.4, Rab7 wt modul 103 and Avidin bead fluor 8.
Screening CCc1ccc2[nH]c3nc(SCC(=O)NNC(=O)c4ccc(C(C)(C)C)cc4)nnc3c2c1 returned Rac1 act GTP bind 95, Cdc42 wt GTP 99, Mcl1-Noxa inh 9, ABCG2 block 0, HRas wt GTP bind 99, Pf gamet viab -4, Rab2 wt GTP 98, Rac1 wt modul 96, ABCB1 inh 0.0, Rab7 wt modul 99 and Avidin bead fluor 34.
Screening O=C(Nc1ccc(-c2nc3cccnc3s2)cc1)c1ccco1 returned Rac1 act GTP bind 99, Cdc42 wt GTP 101, Mcl1-Noxa inh 45, ABCG2 block 1, HRas wt GTP bind 98, Rab2 wt GTP 98, Rac1 wt modul 100, ABCB1 inh -0.1, Rab7 wt modul 99 and Avidin bead fluor 25.
For COc1ccc(N(CC(=O)NN=C2CCCC2)S(=O)(=O)c2ccccc2)cc1Cl the results were Rac1 act GTP bind 100, Cdc42 wt GTP 100, Mcl1-Noxa inh -2, ABCG2 block 2, HRas wt GTP bind 102, Pf gamet viab 8, Rab2 wt GTP 101, Rac1 wt modul 101, ABCB1 inh 0.0, Rab7 wt modul 103 and Avidin bead fluor 12.
`O=C(Nc1ccccn1)c1ccc(NC(=O)c2ccco2)cc1` gave Rac1 act GTP bind 99, Cdc42 wt GTP 102, Mcl1-Noxa inh 6, ABCG2 block 52, HRas wt GTP bind 101, Pf gamet viab -49, Rab2 wt GTP 99, Rac1 wt modul 107, ABCB1 inh 1.1, Rab7 wt modul 101 and Avidin bead fluor 30.
CCCC(C)C(=O)Nc1nc(C)c(-c2csc(Nc3ccc(Cl)cc3)n2)s1 (stereo unspecified) was read as Rac1 act GTP bind 97, Cdc42 wt GTP 99, Mcl1-Noxa inh 32, ABCG2 block 1, HRas wt GTP bind 99, Rab2 wt GTP 97, Rac1 wt modul 99, ABCB1 inh 0.0, Rab7 wt modul 100 and Avidin bead fluor 8.
`CC(C)c1ccc(NC(=O)CNS(=O)(=O)c2ccc(F)cc2)cc1` gave Rac1 act GTP bind 97, Cdc42 wt GTP 97, Mcl1-Noxa inh 27, ABCG2 block 13, HRas wt GTP bind 95, Pf gamet viab 10, Rab2 wt GTP 95, Rac1 wt modul 95, ABCB1 inh 0.0, Rab7 wt modul 93 and Avidin bead fluor 9.
`O=C(NC1CCN(Cc2ccccc2)CC1)c1cc(-c2ccccn2)nc2ccccc12` gave Rac1 act GTP bind 100, Cdc42 wt GTP 104, Mcl1-Noxa inh 12, ABCG2 block 6, HRas wt GTP bind 101, Rab2 wt GTP 101, Rac1 wt modul 102, ABCB1 inh 2.9, Rab7 wt modul 100 and Avidin bead fluor 8.

Reprinted at random: 2 entries already listed.
Screening CCSc1nnc(NC(=O)C2Cc3ccccc3CN2C(=O)c2ccco2)s1 (stereo unspecified) returned Rac1 act GTP bind inconclusive, Cdc42 wt GTP inconclusive, Mcl1-Noxa inh 42, ABCG2 block 2, HRas wt GTP bind inconclusive, Pf gamet viab 10, Rab2 wt GTP inconclusive, Rac1 wt modul inconclusive, ABCB1 inh 0.3, Rab7 wt modul inconclusive and Avidin bead fluor 29.
For COc1ccc(N(CC(=O)NN=C2CCCC2)S(=O)(=O)c2ccccc2)cc1Cl the results were Rac1 act GTP bind 100, Cdc42 wt GTP 100, Mcl1-Noxa inh -2, ABCG2 block 2, HRas wt GTP bind 102, Pf gamet viab 8, Rab2 wt GTP 101, Rac1 wt modul 101, ABCB1 inh 0.0, Rab7 wt modul 103 and Avidin bead fluor 12.

Other entries follow:
For Cc1ccc(Cl)c(OCC(=O)Nc2sc(C)c(C)c2C#N)c1 the results were Rac1 act GTP bind 100, Cdc42 wt GTP 101, Mcl1-Noxa inh -23, ABCG2 block 3, HRas wt GTP bind 98, Pf gamet viab 7, Rab2 wt GTP 98, Rac1 wt modul 104, ABCB1 inh 0.8, Rab7 wt modul 99 and Avidin bead fluor 9.
Screening Cc1ccc(Cl)cc1-n1c(=O)cc(N2CC(C)OC(C)C2)[nH]c1=O (stereo unspecified) returned Rac1 act GTP bind 95, Cdc42 wt GTP 96, Mcl1-Noxa inh 9, ABCG2 block 1, HRas wt GTP bind 97, Rab2 wt GTP 99, Rac1 wt modul 96, ABCB1 inh 0.4, Rab7 wt modul 98 and Avidin bead fluor 6.
COC(=O)NNC(=O)C1CCC(C)CC1 (stereo unspecified) was read as Rac1 act GTP bind 99, Cdc42 wt GTP 101, Mcl1-Noxa inh -8, ABCG2 block 2, HRas wt GTP bind 101, Pf gamet viab 6, Rab2 wt GTP 100, Rac1 wt modul 103, ABCB1 inh 1.0, Rab7 wt modul 99 and Avidin bead fluor 3.
`COc1cc(OC)cc(C(=O)NNC(=S)Nc2ccccc2OC)c1` gave Rac1 act GTP bind 104, Cdc42 wt GTP 105, Mcl1-Noxa inh -20, ABCG2 block -3, HRas wt GTP bind 103, Pf gamet viab -6, Rab2 wt GTP 105, Rac1 wt modul 105, Rab7 wt modul 99 and Avidin bead fluor 5.
`Cc1c(Cc2ccccc2)c(=O)oc2c(O)c(O)ccc12` gave Rac1 act GTP bind 91, Cdc42 wt GTP 94, Mcl1-Noxa inh 88*, ABCG2 block 3, HRas wt GTP bind 94, Pf gamet viab -34, Rab2 wt GTP 96, Rac1 wt modul 97, ABCB1 inh 0.1, Rab7 wt modul 99 and Avidin bead fluor 8.
Screening CCOc1ccc(Cl)cc1S(=O)(=O)N1CCCC1 returned Rac1 act GTP bind 100, Cdc42 wt GTP 100, Mcl1-Noxa inh 6, ABCG2 block 0, HRas wt GTP bind 100, Rab2 wt GTP 99, Rac1 wt modul 103, ABCB1 inh 0.2, Rab7 wt modul 94 and Avidin bead fluor 31.

Screening data from PubChem BioAssay.
